# Screens (PubChem BioAssay)
# MMP13 fTHP cleavage – MMP13 inhibitors among fluorescent compounds, confirmation, biochemical, possible fluorescent artifacts, delta fluorescence (AID 734). inhibition, %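 (each compound tested at 4 µM nominal in triplicate)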. 5,100 tested, under 10 active. MMP13 fTHP FRET cleavage, delta fluorescence 4 h; active compounds read high;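 active = inhibition above the mean inhibition over all tested compounds plus 3 SD, cut at about 75% in these data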;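 note: 0% = DMSO only wells and 100% = 8 µM reference MMP13 inhibitor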
# * marks the source's active call; other numbers are inactive results. Some of the compounds tested; count on the stated rates, not on these rows.
Molecule | MMP13 fTHP cleavage
C[C@@]1(CO)[C@H](O)CC[C@@]2(C)[C@H]1CC[C@H]1C[C@@H]3C[C@@]12CC[C@]3(O)CO | 4
COc1ccc(CCNC(=O)c2c(N)n(CCN3CCOCC3)c3nc4ccccc4nc23)cc1 | -4
CCN1CCN(Cc2cc(Br)cc(OC)c2O)CC1 | 3
CCCCCCOC(=O)c1ccccc1N | 19
CCOC(=O)c1c(-c2ccccc2)oc2ccc(OC(=O)N(C)C)cc12 | 1
COCCCn1c(N)c(C(=O)NCCC(C)C)c2nc3ccccc3nc21 | -7
Cc1cc(OCc2nn[nH]n2)c2c3c(c(=O)oc2c1)CCC3 | -2
COCCCn1c(N)c(C(=O)OCCOC)c2nc3ccccc3nc21 | 1

# Reprinted from the part before: 4 compounds, then new ones.
Molecule | MMP13 fTHP cleavage
CCOC(=O)c1c(-c2ccccc2)oc2ccc(OC(=O)N(C)C)cc12 | 1
COCCCn1c(N)c(C(=O)NCCC(C)C)c2nc3ccccc3nc21 | -7
Cc1cc(OCc2nn[nH]n2)c2c3c(c(=O)oc2c1)CCC3 | -2
COCCCn1c(N)c(C(=O)OCCOC)c2nc3ccccc3nc21 | 1
COc1ccc(-c2nc(CSCC(=O)N3CCC4(CC3)OCCO4)c(C)o2)cc1OC | 2
COCCn1cc(C(=O)N2CCC3(CC2)OCCO3)c2c3ccccc3n(C)c2c1=O | 2
COCCOC(=O)c1c(N)n(Cc2ccccc2)c2nc3ccccc3nc12 | -6
O=c1c2ccccc2nc(N2CCCC2)n1-c1ccc(Cl)cc1 | 6

# Part of the list above in a different format:
> COc1ccc(-c2nc(CSCC(=O)N3CCC4(CC3)OCCO4)c(C)o2)cc1OC
  MMP13 fTHP cleavage: 2

> COCCn1cc(C(=O)N2CCC3(CC2)OCCO3)c2c3ccccc3n(C)c2c1=O
  MMP13 fTHP cleavage: 2
